Screens deposited in PubChem BioAssay by several laboratories.
MEX-5 binding – C. elegans MEX-5 TCR-2 RNA binding activity. activity score (negative = inhibition of binding), % at 10 µM. Q9XUB2. hit rate 0.38% among 300,000. MEX-5/FITC-TCR2 RNA binding, fluorescence polarization; active compounds read low;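 active = inhibition past about -25% in most replicates, and total fluorescence under double the plate's negative control median, limit read from the data; inconclusive = replicates evenly split on the limit, or fluorescence at least double controls; inactive = too little inhibition in most replicates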;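 note: 0% = DMSO and -100% = 5 µM competing unlabeled TCR2 RNA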
GLD-1 RNA inh – GLD-1-TGE RNA interaction inhibition (C. elegans). hit rate 0.44% among 320,000. inhibition, % at 5.96 µM. Q17339. purified GLD-1 + fluorescein TGE RNA, fluorescence polarization. AID 2280;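 active = percent inhibition above a per-plate cutoff, the plate mean of test compounds plus 3 SD, cut at about 30% in these data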;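 note: 0% = DMSO wells with GLD-1 and probe and 100% = wells lacking GLD-1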
AGP1 TOR yeast – alters AGP1-GFP fluorescence in TOR pathway yeast screen; hit rate 0.02% among 320,000; AID 2066; S. cerevisiae AGP1-GFP multiplex flow cytometry, 3 h; GFP as percent of DMSO wells; GFP response vs DMSO, % at 10 µM;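 active = GFP response relative to DMSO above a set limit, near screen average plus 3 SD, cut at about 150% in these data; inconclusive = fewer than 70 cells counted for the yeast strain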;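 note: median GFP channel fluorescence of the gated AGP1 strain per well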
MCL1 BIM primary – disrupts human MCL1 binding to BIM-BH3 peptide; Q07820; GST-MCL1 / FITC-Bim-BH3 fluorescence polarization; inhibition, % at 10.9 µM; hit rate 0.68% among 320,000; AID 2057;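 active = inhibition above the mean inhibition of all tested compounds plus 3 SD, set per campaign, cut at about 40% in these data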;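 note: 0% = DMSO wells and 100% = unlabeled Bim-BH3 peptide control; higher means more loss of mP so more displacement of Bim peptide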
Target sequence (Q07820 whole entry, looked up): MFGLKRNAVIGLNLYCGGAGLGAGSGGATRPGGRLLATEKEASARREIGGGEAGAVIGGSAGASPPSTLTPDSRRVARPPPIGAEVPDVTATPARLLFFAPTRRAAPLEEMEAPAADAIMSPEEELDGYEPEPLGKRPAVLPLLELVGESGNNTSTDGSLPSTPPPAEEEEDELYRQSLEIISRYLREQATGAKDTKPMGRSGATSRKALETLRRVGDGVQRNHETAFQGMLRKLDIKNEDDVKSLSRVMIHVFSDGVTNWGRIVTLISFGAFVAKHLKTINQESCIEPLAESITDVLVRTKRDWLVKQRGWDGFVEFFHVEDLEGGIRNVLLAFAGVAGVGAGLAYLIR
CIT2-GFP yeast – alters CIT2-GFP fluorescence in TOR pathway yeast screen | S. cerevisiae CIT2-GFP strain, flow cytometry, 3 h; 100 means same as DMSO wells | AID 2029 | hit rate 0.065% among 320,000 | GFP response vs DMSO, % at 10 µM;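 active = GFP response relative to DMSO above a set limit, near the screen mean plus 3 SD, cut at about 150% in these data; inconclusive = Fewer than 70 cells measured for a yeast strain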;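 note: ratio of well median GFP fluorescence to mean of DMSO wells on the plate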
Yeast superoxide – caloric restriction mimetics inhibiting age-related superoxide in yeast. S. cerevisiae aged cells, superoxide DHE fluorescence; active compounds read low. superoxide response (% of plate mean), % at 10 µM. hit rate 0.18% among 330,000;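 active = superoxide response under a set limit, about three screen SD below normal, cut at about 65% in these data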;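 note: yeast aged for seven days with compound at 30 °C before DHE staining; 100% = average MFI of all compound-treated wells on the plate with controls excluded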
VLA-4 inh – inhibition in a human VLA-4 binding assay; P13612; VLA-4 expressing cells, ligand binding flow cytometry; inhibition, % (about 7 µM as worked out from the volumes in the protocol); hit rate 0.2% among 330,000; in the data active = inhibition above about 50%
BCLXL inh – blocks human Bcl-xL binding to Bim BH3 peptide | hit rate 0.7% among 320,000 | AID 2129 | inhibition, % at 10.9 µM | Q07817 | GST-Bcl-xL / FITC-Bim BH3 peptide fluorescence polarization;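 active = inhibition above the mean of all tested compounds plus 3 SD, cutoff set per campaign, cut at about 30% in these data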;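 note: 0% = DMSO wells and 100% = unlabeled Bim-BH3 peptide competitor; inhibitors lower millipolarization by displacing the labeled peptide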
GRK2 inh – human GRK2 inhibition via aptamer displacement. P25098. inhibition of aptamer binding, % at 10 µM. bead flow cytometry, FAM-aptamer displacement from GRK2. hit rate 0.59% among 330,000;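 active = inhibition of aptamer binding above 40%, roughly 3 SD of noise, on plates passing a quality check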;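 note: median bead fluorescence of bound FAM aptamer so fluorescent compounds give negative values; no value below 0 was filed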
Target sequence (P25098 whole entry, looked up): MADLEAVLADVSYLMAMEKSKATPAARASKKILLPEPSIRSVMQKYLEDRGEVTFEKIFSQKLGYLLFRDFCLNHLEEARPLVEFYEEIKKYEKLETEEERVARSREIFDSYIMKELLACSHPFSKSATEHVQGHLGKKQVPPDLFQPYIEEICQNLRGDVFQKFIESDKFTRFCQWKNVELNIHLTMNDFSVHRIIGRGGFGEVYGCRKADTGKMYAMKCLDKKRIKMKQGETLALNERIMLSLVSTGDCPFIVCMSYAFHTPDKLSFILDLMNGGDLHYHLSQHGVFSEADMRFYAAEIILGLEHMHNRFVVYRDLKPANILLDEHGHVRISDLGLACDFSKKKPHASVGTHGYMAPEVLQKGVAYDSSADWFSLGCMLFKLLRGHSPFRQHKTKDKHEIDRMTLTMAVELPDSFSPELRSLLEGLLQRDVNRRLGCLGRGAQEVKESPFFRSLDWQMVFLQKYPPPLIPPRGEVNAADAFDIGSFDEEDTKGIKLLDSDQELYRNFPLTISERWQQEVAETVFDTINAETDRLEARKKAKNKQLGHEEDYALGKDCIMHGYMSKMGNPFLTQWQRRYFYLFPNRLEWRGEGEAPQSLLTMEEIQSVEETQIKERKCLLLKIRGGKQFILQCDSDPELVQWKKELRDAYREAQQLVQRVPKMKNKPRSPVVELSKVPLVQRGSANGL
* marks the source's active call; other numbers are inactive results; i = inactive; u = inconclusive; x = not tested or not shown; [ ] = another dose, or the depositor's remark.

1	CC(=O)Nc1ccc(Sc2ncccc2C(=O)Nc2ccc(OC(F)(F)F)cc2)cn1
2	Cc1cccc(NCc2nc3ccccc3n2Cc2ccccc2)c1
3	COC(=O)c1cc2c(ccn2-c2ccc(F)cc2)n1C(C)C
4	Cc1ccc(C(C(=O)NC(C)(C)C)N(C(=O)CCC(=O)Nc2ccccn2)c2ccccc2F)cc1 (centres undefined)
5	CCOc1cccc(CNc2ccc(O)cc2)c1OCc1ccc(Cl)cc1Cl
6	C[C@H](CO)N1C[C@H](C)[C@@H](CN(C)S(=O)(=O)c2cn(C)cn2)Oc2ccc(NC(=O)Cn3cnnn3)cc2C1=O
7	O=C(Cc1ccc(-c2ccccc2)cc1)Nc1ccccn1
8	O=c1[nH]c2cc(Cl)c([N+](=O)[O-])nc2[nH]1
compound no.	1	2	3	4	5	6	7	8
MEX-5 binding	0.4	-1.8	-0.4	-1.7	-1.2	x	-8.0	-5.9
GLD-1 RNA inh	8	5	-2	-5	11	1	-4	10
AGP1 TOR yeast	102	91	100	98	95	100	97	100
MCL1 BIM primary	4	0	-6	-6	21	x	10	3
CIT2-GFP yeast	103	94	99	96	94	93	101	101
Yeast superoxide	90	98	93	109	92	101	122	95
VLA-4 inh	0	4	63*	-5	11	8	-5	3
BCLXL inh	6	5	-2	-3	22	x	9	6
GRK2 inh	2	3	67*	2	2	2	0	0

Exported tab-delimited: part of the list above
entry	compound	MEX-5 binding	GLD-1 RNA inh	AGP1 TOR yeast	MCL1 BIM primary	CIT2-GFP yeast	Yeast superoxide	VLA-4 inh	BCLXL inh	GRK2 inh
1	CC(=O)Nc1ccc(Sc2ncccc2C(=O)Nc2ccc(OC(F)(F)F)cc2)cn1	0.4	8	102	4	103	90	0	6	2
4	Cc1ccc(C(C(=O)NC(C)(C)C)N(C(=O)CCC(=O)Nc2ccccn2)c2ccccc2F)cc1 (centres undefined)	-1.7	-5	98	-6	96	109	-5	-3	2
3	COC(=O)c1cc2c(ccn2-c2ccc(F)cc2)n1C(C)C	-0.4	-2	100	-6	99	93	63*	-2	67*
8	O=c1[nH]c2cc(Cl)c([N+](=O)[O-])nc2[nH]1	-5.9	10	100	3	101	95	3	6	0

Continued:
9	CN(Cc1ccccc1)C(=O)c1nc2ccccn2c1CN1CCCC1c1nccs1 (centres undefined)
10	Cn1nnnc1SCc1cc(=O)[nH]c2ccccc12
11	Cc1ccc2[nH]c(C)c(CCNC(=O)c3cc4cc([N+](=O)[O-])ccc4oc3=O)c2c1
12	CC(C)(C#N)Nn1cnnc1
13	CCC(C)Sc1cccc(-c2nc3cc(C)ccn3c2NC2CCCCC2)c1 (centres undefined)
14	O=c1c2ccccc2c(-c2ccc(F)cc2)nn1-c1ccc(C(F)(F)F)cc1
15	COc1cc(CNc2ccc3c(c2)OCCO3)ccc1OCC(N)=O
16	COCCNC(=O)CSc1nc2c(n1-c1ccccc1)CCCC2
compound no.	9	10	11	12	13	14	15	16
MEX-5 binding	-1.1	1.4	1.3	-0.3	x	0.0	-1.4	5.8
GLD-1 RNA inh	9	1	5	6	-13	-4	4	3
AGP1 TOR yeast	102	100	101	94	86	108	89	110
MCL1 BIM primary	7	-4	9	0	x	1	-5	0
CIT2-GFP yeast	105	95	103	96	86	111	92	107
Yeast superoxide	91	97	95	113	108	103	77	111
VLA-4 inh	15	-5	5	-5	-3	-1	10	4
BCLXL inh	5	3	6	6	x	2	-1	1
GRK2 inh	0	2	6	1	3	0	0	0

17	O=C(CNC(=O)C1CCCCC1)NNC(=O)c1ccccc1Br
18	Cc1ccc(-n2c(C)cc(/C=N/NC(=O)CC3(C)OCCO3)c2C)c(C)c1
19	Cc1nn(-c2ccc(C(=O)NCC(c3ccco3)N3CCCC3)cc2)c(C)c1Cl (centres undefined)
20	O=C(CN1C(=O)c2ccccc2C1=O)OCCOCCN=C1NS(=O)(=O)c2ccccc21
21	CCOC(=O)CC(N)c1ccc(OC)cc1 (centres undefined)
22	CCOC(=O)N1CCN(CCCc2ccccc2)CC1
23	CC1CCCN(C(=O)C2CCN(c3nc(-c4ccccc4)nc4c3CCC4)CC2)C1 (centres undefined)
24	CC1CCN(S(=O)(=O)c2ccc(C(=O)OC(C)C(=O)N(C)C3CCCCC3)cc2)CC1 (centres undefined)
compound no.	17	18	19	20	21	22	23	24
MEX-5 binding	-0.1	-0.4	x	0.8	-3.3	2.0	-0.9	0.9
GLD-1 RNA inh	-3	3	1	-2	3	3	2	-6
AGP1 TOR yeast	100	102	103	u	109	104	95	95
MCL1 BIM primary	2	8	-7	4	5	9	9	-15
CIT2-GFP yeast	98	96	92	88[may fluoresce red]	103	99	103	91
Yeast superoxide	111	93	88	103	97	106	94	123
VLA-4 inh	-10	-3	15	1	-6	6	5	6
BCLXL inh	-3	5	-2	4	-4	10	10	-13
GRK2 inh	5	0	0	0	2	0	2	5

25	COC(=O)COc1ccc2c(=O)c(-c3ccccc3OC)coc2c1
26	Cc1cc(C)n(-c2cc(N3CCN(S(=O)(=O)c4ccc(C)c(C)c4)CC3)ccc2[N+](=O)[O-])n1
27	Cc1ccc(C(=O)NCc2ccccn2)cc1Cl
28	Cc1ccccc1S(=O)(=O)Cc1ccc(C(=O)NCCN2CCN(Cc3ccccc3)CC2)o1
29	Clc1ccc(-c2nc(NCCCN3CCOCC3)c3ccccc3n2)cc1
30	CCCN1CCN(CCCNC(=O)CCN2C(=O)COc3ccccc32)CC1
31	COc1ccc(C2CC(c3ccccc3)=NN2C(=O)c2ccc(Cl)c([N+](=O)[O-])c2)cc1 (centres undefined)
32	COc1ccc(C2NCCO2)cc1OC (centres undefined)
compound no.	25	26	27	28	29	30	31	32
MEX-5 binding	1.1	-1.9	-4.5	-3.2	-1.9	-2.8	-1.0	0.5
GLD-1 RNA inh	-6	-4	2	3	7	-13	8	6
AGP1 TOR yeast	105	105	103	100	97	96	102	104
MCL1 BIM primary	1	0	0	9	-1	-2	0	10
CIT2-GFP yeast	102	101	101	101	92	110	100	101
Yeast superoxide	92	93	99	95	108	92	104	94
VLA-4 inh	-4	5	-2	11	25	1	-23	-8
BCLXL inh	0	1	-3	4	3	4	6	8
GRK2 inh	3	0	0	0	0	0	1	7

33	CCSc1nsc(NC(=O)Nc2cccc(OC)c2)n1
34	O=[N+]([O-])c1ccc(N2CCOCC2)cn1
35	O=C(N/N=C/c1ccc2c(c1)OCO2)c1cc2ccccc2o1
36	Cn1cc(/C=C/c2cc[n+](C)cc2)c2cc(Cl)ccc21
37	CC(C)(C)c1ccc(C(=O)NCCC(=O)NNC(=O)COc2ccccc2F)cc1
38	CCC(C)[C@H]1CNC(=S)N1CCc1cccc2ccccc12 (some centres undefined)
39	O=C(CCn1cnc2ccccc2c1=O)Nc1ccc(Cl)c(Cl)c1
40	CC(C)(C)NC(=O)C(c1ccc(F)cc1)N(Cc1ccco1)C(=O)c1csnn1 (centres undefined)
compound no.	33	34	35	36	37	38	39	40
MEX-5 binding	-2.0	-4.0	1.2	u	x	1.7	1.3	-5.8
GLD-1 RNA inh	9	1	5	52*	-7	5	0	8
AGP1 TOR yeast	98	113	102	70	99	88	104	106
MCL1 BIM primary	3	6	-1	-15	x	3	-2	-2
CIT2-GFP yeast	104	103	100	115	107	110	101	101
Yeast superoxide	102	99	108	104	104	100	99	98
VLA-4 inh	0	5	0	i	-5	-6	6	2
BCLXL inh	4	-1	-2	15	x	3	5	4
GRK2 inh	2	0	6	0	2	2	0	0

41	CC(NC(=O)c1ccccc1)c1nnc(SCC(=O)Nc2nnc(C3CC3)s2)n1C (centres undefined)
42	CCCN(C(=O)CCl)C1=CCCCC1
43	CC12CC(NC(=O)N1c1cccc(C(=O)Nc3ncn[nH]3)c1)c1ccccc1O2 (centres undefined)
44	COc1cccc(CN(C)CC(=O)Nc2cc3oc4ccccc4c3cc2OC)c1
45	O=C(COc1ccc2c3c(c(=O)oc2c1)CCC3)NCC(O)c1ccccc1 (centres undefined)
46	COc1ccc(CCC(=O)NCCOc2ccc(C)cc2)cc1
47	O=[N+]([O-])c1ccccc1/C=C/C=N/n1c(-c2ccccc2F)n[nH]c1=S
48	Cc1cc(C(=O)NN)n[nH]1
compound no.	41	42	43	44	45	46	47	48
MEX-5 binding	1.5	-2.9	0.2	1.2	0.8	0.6	2.2	3.8
GLD-1 RNA inh	-1	5	3	4	4	7	-2	3
AGP1 TOR yeast	114	93	x	91	103	99	104	107
MCL1 BIM primary	1	-3	-1	-9	-5	-8	-14	56*
CIT2-GFP yeast	100	88	90	78	103	81	94	99
Yeast superoxide	102	97	95	95	92	39*	102	110
VLA-4 inh	-5	2	5	-8	5	19	8	4
BCLXL inh	2	2	0	1	-3	-3	-28	3
GRK2 inh	1	0	0	2	2	1	2	4

49	Cc1cc(C)cc(N(C(=O)Cc2cccs2)C(C(=O)NC2CCCCC2)c2ccccn2)c1 (centres undefined)
50	CC(C)Cn1c(N)c(C(=O)COC(=O)c2ccccc2Cl)c(=O)n(C)c1=O
51	CCCn1c(N2CCN(Cc3cccc(C)c3)CC2)nc2c1c(=O)[nH]c(=O)n2C
52	CN1c2ccsc2C(O)=C(C(=O)Nc2ccccc2)S1(=O)=O
53	COc1cccc(-c2cnc(NCc3cc(Cl)ccc3O)n2C)c1
54	CCN1CC(O)=C(c2nc3ccccc3s2)C1=N
55	Cc1nn(Cc2ccc(Cl)cc2Cl)c(C)c1NC(=O)c1ccc(COc2cc(Cl)ccc2Cl)o1
56	CCCn1c(SCC(=O)c2c(C)[nH]c(C)c2C(=O)OCC)nc2ccccc21
compound no.	49	50	51	52	53	54	55	56
MEX-5 binding	1.0	-0.9	-1.1	-1.4	3.0	0.6	0.1	2.3
GLD-1 RNA inh	-3	-8	3	2	13	-2	-2	6
AGP1 TOR yeast	106	85	102	110	100	83	107	97
MCL1 BIM primary	-3	-4	1	1	3	6	-6	1
CIT2-GFP yeast	108	81	101	102	99	80	103	107
Yeast superoxide	89	111	88	100	98	97	84	90
VLA-4 inh	1	2	37	-8	22	8	3	44
BCLXL inh	-1	3	1	6	3	4	4	-7
GRK2 inh	0	0	0	3	0	0	2	0

57	COc1ccc(CNC(=S)NC2CCCC2)cc1
58	COC(=O)CSc1nn(-c2ccc(F)cc2)c(=S)s1
59	O=C(Nc1ccccc1Oc1ccsc1C(=O)O)c1ccccc1F
60	COc1ccccc1NC(=O)N(Cc1ccco1)Cc1cc2cc(C)cc(C)c2[nH]c1=O
61	Cc1nc2ccc(S(=O)(=O)NCC(=O)N(C)Cc3ccco3)cc2s1
62	N#CCc1ccc(Oc2ncc(C(F)(F)F)cc2Cl)cc1
63	Cc1cccc(Nc2ncnc3ccccc23)c1
64	CCC(=O)Nc1ccc(S(=O)(=O)Nc2cccnc2)cc1
compound no.	57	58	59	60	61	62	63	64
MEX-5 binding	-2.5	1.4	-1.9	3.2	0.4	-0.2	-2.6	-0.6
GLD-1 RNA inh	4	-6	0	1	-7	2	0	1
AGP1 TOR yeast	95	90	92	104	97	93	106	96
MCL1 BIM primary	-2	-3	7	-5	-2	5	-2	6
CIT2-GFP yeast	97	102	92	109	90	86	100	96
Yeast superoxide	88	105	93	100	98	95	104	91
VLA-4 inh	-1	9	-14	-5	13	3	6	9
BCLXL inh	-3	-5	9	-2	0	2	-2	4
GRK2 inh	3	0	3	2	0	2	0	0
